KOR beta-arrestin-1: kappa opioid receptor blockers – cell-based, luminescence, uHTS (AID 1778) | KOR beta-arrestin recruitment, luminescence, antagonist mode; higher % means a stronger effect | one-dose inhibition, % at 10 µM; IC50 in µM for titrated hits | 0.091% of 290,000 active; note: strong numbers were not always called active
M1AAP inhibition: P. falciparum M1AAP inhibitors, biochemical, fluorogenic H-Leu-NHMec substrate, 1536-well (AID 1445); inhibition, % at 30 µM, or IC50 in µM where a hit was titrated; recombinant M1AAP, H-Leu-NHMec fluorogenic kinetic assay; higher % means a stronger effect; 0.42% of 220,000 active;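 active = primary inhibition above the hit cutoff, then over 50% inhibition at one or more dose response concentrations, cut at about 23% in these data, passing the limit was not always enough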;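 note: plate controls were DMSO full reaction for no effect and no enzyme background for full effect; strong numbers were not always called active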
Dynein transport: blocks dynein driven cargo transport along microtubules | 3617.4 mouse cells, GR-EGFP nuclear translocation imaging; test concentration mostly 20 µM; stimulated with dexamethasone, 1 µM; hits give low values | z-score, hits read low | 0.47% of 220,000 active | AID 1381;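 active = plate z-score of nuclear minus cytoplasmic receptor signal below a set negative limit, without overly bright fluorescence or cell loss, cut at about -3.5 in these data, passing the limit was not always enough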;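 note: z-score of nuclear minus cytoplasmic ring GR-EGFP intensity difference per well; some compounds called inactive have numbers as strong as hits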
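Buffer or medium: Induction medium lacking tetracycline, stripped serum | Also added: Dexamethasone agonist, 1.0 µM final, for 30 min | Timing: 48 h induction, 1 h compound, 30 min dex at 37 °C | Detection: Formaldehyde fixation, Hoechst nuclear stain, 10x automated fluorescence imaging | Measure: Nuclear versus cytoplasmic GR-EGFP signal, averaged per well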
KOR beta-arrestin-2: kappa opioid receptor activators – cell-based, luminescence, uHTS, primary screen (AID 1777); KOR beta-arrestin recruitment, luminescence; higher % means a stronger effect; activation, % at 10 µM, or EC50 in µM where a hit was titrated; 0.02% of 280,000 active; in the data active = activation above about 50%, passing the limit was not always enough; note: a part of the inactive calls stands beside numbers as strong as those of hits
HEK293 NOD2/NF-kB: NOD2 signaling inhibitors, cell-based, luminescence, uHTS, HEK293 (AID 1566) | 0.63% of 290,000 active | one-dose inhibition, % at 4 µM; EC50 in µM for titrated hits | HEK293 NOD2/NF-kB luciferase reporter, luminescence; higher % means a stronger effect; note: many of its hits are not listed in these tables
M17LAP inhibition: P. falciparum M17LAP inhibitors, primary screen, biochemical, fluorogenic H-Leu-NHMec substrate, 1536-well (AID 1619); recombinant M17LAP, H-Leu-NHMec fluorogenic kinetic assay; higher % means a stronger effect; inhibition, % at 30 µM, or IC50 in µM where a hit was titrated; 0.38% of 220,000 active;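 active = compound inhibiting the enzyme by more than half at any dose during confirmatory dose-response retesting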;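 note: plate controls were full reaction with DMSO carrier for no effect and no enzyme background for full effect; strong numbers were not always called active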
GPR55 beta-arrestin: GPR55 agonists via beta-arrestin recruitment, primary screen, imaging, U2OS cells, beta-arrestin-GFP redistribution (AID 1961); activation, % at 10 µM, or EC50 in µM where a hit was titrated; 0.048% of 290,000 active; U2OS GPR55 beta-arrestin-GFP redistribution imaging; higher % means a stronger effect;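 active = activation above 40% with more than 50 cells counted in the well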;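 note: U2OS osteosarcoma cells stably expressing GPR55 and beta-arrestin-GFP; plate controls were DMSO negative control for no effect and LPI positive control for full effect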
NOD1 inhibition: inhibition of NOD1-driven NF-kB reporter – cell-based, luminescence, uHTS, primary screen (AID 1578). NOD1-driven NF-kB luciferase reporter cells, luminescence; higher % means a stronger effect. one-dose inhibition, % at 4 µM; EC50 in µM for titrated hits. 1% of 290,000 active; in the data active = inhibition mostly above about 36%, no sharp cut-off; inactive = mostly below about 34%;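 note: HEK-293T reporter cells stimulated with the NOD1 agonist gamma-tri-DAP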
AID2073: disruptors of CaV2.2 binding to Mint1 – biochemical, HTRF (AID 2073); 0.19% of 290,000 active; one-dose inhibition, % at 20 µM; IC50 in µM for titrated hits; HTRF protein-protein interaction, Mint1-CaV2.2; higher % means a stronger effect; in the data active = inhibition mostly above about 51%, no sharp cut-off; note: some results filed as inactive read as strong as hits
Dynein transport cytoplasmic EGFP: second read-out of Dynein transport, no call of its own (marks repeat the call); z-score; measured here: cytoplasmic GR-EGFP intensity; hits give high values
Dynein transport nuclear GR-EGFP: recorded beside Dynein transport, whose call it bears; z-score; measured here: nuclear GR-EGFP intensity;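 lower value marks the stronger effect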
Dynein transport cell count: also measured in Dynein transport; calls as there; z-score; measured here: cell count per field
Numbers without * were called inactive; . = no result given; [ ] = another dose, or the depositor's remark. Cut-off read from the data, not from the text of the source, unless noted: active = inhibition above about 50%; inactive = the rest. Not all compounds are listed, so the mix of outcomes need not match the whole.

No.	mol	KOR beta-arrestin-1	M1AAP inhibition	Dynein transport	Dynein transport cytoplasmic EGFP	Dynein transport nuclear GR-EGFP	Dynein transport cell count	KOR beta-arrestin-2	HEK293 NOD2/NF-kB	M17LAP inhibition	GPR55 beta-arrestin	NOD1 inhibition	AID2073
1	COc1ccc(NC(=O)CCSc2ccc(C)cc2)cc1S(=O)(=O)Nc1ccccc1Cl	-15.3%	-0.2%	-0.851	-0.226	-0.402	-0.381	-4.9%	10.9%	-3.3%	-0.3%	-3.2%	13.5%
2	COc1ccccc1C1NC(=O)CCC1[N+](=O)[O-] (centres undefined)	7.7%	.	.	.	.	.	0.2%	4.8%	.	-0.1%	-6.7%	10.8%
3	O=c1c(Cc2ccccc2)c(O)ccn1CCc1cnc[nH]1	-9.7%	-9.4%	0.805	-0.251	0.411	-0.474	0.2%	13.7%	6.1%	-0.1%	-25.9%	0.3%
4	Cc1ccc(NC(=O)CN(C)C(=O)Cc2ccccc2F)cc1	32.9%	.	.	.	.	.	0.7%	14.1%	.	0.5%	-20.8%	8.5%
5	O=C1CCN(CCc2ccccc2)CCN1[C@H](CSc1ccccc1)c1ccccc1	-30.6%[20 µM]	.	.	.	.	.	0.8%	-16.6%	.	0.0%	-20.3%	12.6%
6	CC(C)(C)NC(=O)NC(=O)Cn1ccsc1=N	2.9%	-4.0%	0.501	-0.153	0.447	-0.118	2.0%	-39.5%	4.0%	0.1%	-19.0%	-6.6%
7	c1ccc(OCc2noc(CN3CCC(C4CCCCC4)C3)n2)cc1 (centres undefined)	-14.2%	3.4%	0.47	-0.346	0.0347	-0.227	1.4%	-6.4%	-3.4%	-0.2%	-30.2%	-6.7%
8	COc1cccc(C(=O)Nc2ccc(F)cc2F)c1	-16.4%	-0.5%	0.73	-0.259	0.37	0.41	-1.8%	-42.2%	-0.5%	-0.4%	-46.5%	1.7%
9	CCOC(=O)c1nn(-c2ccc(Cl)cc2)c2nnc(Cc3ccccc3)c(=O)n12	-7.6%	-2.0%	0.126	0.0214	0.183	-0.0124	-0.2%	7.0%	2.2%	-0.3%	13.2%	2.7%
10	O=S(=O)(Nc1cccnc1Cl)c1ccc(F)cc1	-5.2%	.	.	.	.	.	-1.1%	-3.0%	.	-0.1%	-23.9%	10.8%
11	Cc1ccc(S(=O)(=O)CCC(=O)Nc2ccc(S(=O)(=O)N(C)C)cc2)cc1	-0.8%	1.3%	-1.24	-0.194	-0.771	0.383	-2.9%	16.2%	-1.0%	0.4%	-3.0%	-8.0%
12	COc1ccc(NC(=O)C(F)(F)F)cc1OC	-2.5%	-0.2%	-0.39	-0.268	-1.03	0.135	-0.1%	1.5%	-8.7%	-0.1%	-1.8%	-9.9%
13	CCCCC(CC)CNC(=O)c1cc2ccccc2c(=O)o1 (centres undefined)	-19.9%	4.7%	-0.571	-0.332	-0.685	0.904	0.5%	9.7%	-8.2%	-0.5%	-28.3%	-17.6%
14	COCCNC(=O)/C(C#N)=C/c1c(N2CCN(c3ccccc3)CC2)nc2c(C)cccn2c1=O	-12.3%	.	.	.	.	.	-3.7%	19.8%	.	-0.1%	-2.6%	19.5%
15	O=C1CC(C(=O)Nc2ccc(C(=O)O)cc2)C(c2ccccc2)O1 (centres undefined)	-14.1%	6.8%	-0.179	-0.383	0.0942	0.233	2.1%	-8.2%	4.1%	-0.2%	-11.3%	7.4%
16	CCCS(=O)(=O)c1csc(C(=O)OC)c1N	-16.2%	8.3%	0.592	-0.27	1.34	-0.0685	1.0%	-3.8%	14.9%	-0.2%	1.3%	2.6%
17	Nc1nnc(CC(=O)NCc2ccccc2)s1	-7.5%	8.4%	-0.101	-0.202	-0.0254	0.458	-1.4%	2.2%	-8.2%	-0.1%	4.9%	9.8%
18	Cc1oc2c(c1C(=O)NCCO)CCCC2	9.9%	-1.0%	-0.129	0.237	0.689	0.942	1.2%	2.5%	0.5%	-0.1%	7.7%	27.9%
19	COc1ccc(NC(=O)Nc2cc(C)ccc2F)cc1	-0.3%	0.0%	-0.167	-0.221	-0.247	1.1	-2.5%	-40.1%	-9.8%	0.0%	-55.3%	-5.3%
20	Cc1ccnc(NS(=O)(=O)c2ccc(NC(=O)c3cc(-c4ccc(Br)cc4)nc4ccccc34)cc2)n1	-27.8%	10.2%	0.566	-0.0846	0.829	-2.07	-2.6%	2.2%	0.3%	-0.1%	-23.1%	43.5%
21	CCOC(=O)c1c(C)nc2sc(C(=O)Nc3ccc(OC)cc3)c(N)c2c1-c1ccc(OC)cc1	-77.2%	4.4%	-0.7	-0.26	-0.0204	1.14	2.2%	-26.6%	-4.5%	0.0%	-9.0%	15.5%
22	Cc1ccccc1Nc1nc(N)nc(CSc2n[nH]c(N)n2)n1	15.5%	3.0%	-0.407	-0.277	-0.109	0.0572	4.5%	-3.0%	1.3%	-0.3%	-3.9%	5.6%
23	O=c1[nH]c2ccc(NS(=O)(=O)c3ccc(F)c(Cl)c3)cc2[nH]1	-34.8%	.	.	.	.	.	2.6%	-18.9%	.	-0.1%	15.8%	-46.8%
24	O=S(=O)(c1ccc2c(c1)nc(COc1ccc(Cl)cc1)n2CC1CCCO1)N1CCOCC1 (centres undefined)	-4.8%	5.3%	-0.524	2.81	0.408	-0.204	-0.5%	7.0%	-11.2%	-0.2%	9.0%	14.3%
25	N#C/C(=C\c1ccc(OCC(N)=O)cc1)c1ccccc1	-28.5%	3.8%	1.41	-0.156	1.75	-2.51	0.7%	-79.0%	8.4%	-0.3%	-59.4%	-2.5%
26	O=C(NC1CCCC1)C(c1ccncc1)N(Cc1ccccc1F)C(=O)c1csnn1 (centres undefined)	-20.3%	.	.	.	.	.	3.1%	-6.0%	.	0.2%	-15.5%	-8.5%
27	CCCCCCn1c(CN2CCN(CCO)CC2)nc2c1c(=O)n(C)c(=O)n2C	-24.9%	1.5%	0.599	-0.137	0.582	-1.18	-3.3%	-3.1%	7.9%	-0.1%	-19.3%	3.7%
28	O=C(NC1CC1)C1C2C3C4CC5C3C5C4C12 (centres undefined)	-36.8%	-1.0%	0.519	-0.194	0.542	-0.787	3.0%	-28.5%	-5.7%	-0.3%	-36.7%	0.8%
29	O=C(CCC(=O)Nc1ccc(Cl)cc1Cl)N/N=C/c1ccc([N+](=O)[O-])o1	-9.5%	10.9%	-5.2*	2.18*	-1.39*	-1.59*	-5.8%	33.1%	3.4%	2.2%	-25.9%	18.2%
30	O=C(COC(=O)c1ccccc1[N+](=O)[O-])NNC(=O)c1cccs1	3.4%	.	.	.	.	.	-2.7%	17.1%	.	-0.2%	-17.6%	3.0%
31	Cc1cccc(C(CC(=O)O)NC(=O)C(F)(F)F)c1 (centres undefined)	-15.9%	4.0%	-0.943	-0.347	-0.25	0.416	3.5%	-10.0%	1.7%	0.0%	-20.3%	3.1%
32	CC(=O)N(c1nc(CCl)cs1)c1cccc(C)c1C	-9.2%	0.2%	-1.06	-0.032	-0.403	-0.166	-2.9%	12.5%	8.1%	-0.1%	-26.1%	-9.2%
33	COc1ccc(/C=C/C(=O)OCc2csc(-c3ccccc3)n2)cc1OC	-7.0%	1.4%	1.66	-0.196	0.895	-0.811	2.6%	19.4%	-1.8%	-0.3%	-13.8%	6.1%
34	Cc1ccc(OCc2n[nH]c(=S)n2N)cc1C	-7.6%	4.9%	0.866	0.0583	0.184	0.0786	-1.8%	11.7%	15.5%	0.2%	32.1%	-6.8%
35	CCc1ccc(CNC(=O)C2CCN(c3nnc(C)c4c(C)n(-c5ccc(C)cc5)nc34)CC2)cc1	-32.6%	.	.	.	.	.	4.3%	12.6%	.	-0.1%	20.3%	-8.9%
36	Cc1cc(C(=O)N/N=C/c2ccc([N+](=O)[O-])o2)c(C)o1	11.8%	6.3%	-0.473	-0.227	-0.46	0.865	1.4%	35.5%	3.8%	-0.1%	1.4%	3.6%

An excerpt of these results, field by field:
(33) COc1ccc(/C=C/C(=O)OCc2csc(-c3ccccc3)n2)cc1OC
- KOR beta-arrestin-1: -7.0%
- M1AAP inhibition: 1.4%
- Dynein transport: 1.66
- Dynein transport cytoplasmic EGFP: -0.196
- Dynein transport nuclear GR-EGFP: 0.895
- Dynein transport cell count: -0.811
- KOR beta-arrestin-2: 2.6%
- HEK293 NOD2/NF-kB: 19.4%
- M17LAP inhibition: -1.8%
- GPR55 beta-arrestin: -0.3%
- NOD1 inhibition: -13.8%
- AID2073: 6.1%

(34) Cc1ccc(OCc2n[nH]c(=S)n2N)cc1C
- KOR beta-arrestin-1: -7.6%
- M1AAP inhibition: 4.9%
- Dynein transport: 0.866
- Dynein transport cytoplasmic EGFP: 0.0583
- Dynein transport nuclear GR-EGFP: 0.184
- Dynein transport cell count: 0.0786
- KOR beta-arrestin-2: -1.8%
- HEK293 NOD2/NF-kB: 11.7%
- M17LAP inhibition: 15.5%
- GPR55 beta-arrestin: 0.2%
- NOD1 inhibition: 32.1%
- AID2073: -6.8%

(35) CCc1ccc(CNC(=O)C2CCN(c3nnc(C)c4c(C)n(-c5ccc(C)cc5)nc34)CC2)cc1
- KOR beta-arrestin-1: -32.6%
- M1AAP inhibition: .
- Dynein transport: .
- Dynein transport cytoplasmic EGFP: .
- Dynein transport nuclear GR-EGFP: .
- Dynein transport cell count: .
- KOR beta-arrestin-2: 4.3%
- HEK293 NOD2/NF-kB: 12.6%
- M17LAP inhibition: .
- GPR55 beta-arrestin: -0.1%
- NOD1 inhibition: 20.3%
- AID2073: -8.9%

(36) Cc1cc(C(=O)N/N=C/c2ccc([N+](=O)[O-])o2)c(C)o1
- KOR beta-arrestin-1: 11.8%
- M1AAP inhibition: 6.3%
- Dynein transport: -0.473
- Dynein transport cytoplasmic EGFP: -0.227
- Dynein transport nuclear GR-EGFP: -0.46
- Dynein transport cell count: 0.865
- KOR beta-arrestin-2: 1.4%
- HEK293 NOD2/NF-kB: 35.5%
- M17LAP inhibition: 3.8%
- GPR55 beta-arrestin: -0.1%
- NOD1 inhibition: 1.4%
- AID2073: 3.6%
